# MmCpn inh: blocks the Methanococcus maripaludis chaperonin Mm-Cpn; AID 504842; purified Mm-Cpn ATPase, ADP Transcreener TR-FRET; 0.031% of 330,000 active; Potency, µM (series often up to 76.9 µM), inactives show top-dose activity, negative = inhibition, hits mostly inhibitors; further: potency means the concentration at half of the fitted maximal effect; on the % scale 0 is the no-effect control and ±100 the full control effect; nearly all actives have a fitted effect of over 80% in size
#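 Measured: ADP formation by purified Mm-CPN. Conditions: 25 nM protein, 10 uM ATP, Tris pH 7.4 with Mg2+, K+ and DTT, 37°C for 30 min. Detection: Transcreener HTRF after 30 min at room temperature.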
# PI5P4Ka inh: PI5P4K alpha (human) kinase inhibition | P48426 | PI5P4Kalpha enzyme, ADP-Glo luminescence, 60 min; active compounds read low | max response, % | 1.2% of 330,000 active | AID 652105; active means max response of -50% or lower; inconclusive means between -30% and -50%; inactive means -30% or higher; further: value at the top dose of about 77 µM; on the % scale 0 is the no-effect control and ±100 the full control effect
# Target sequence (P48426 whole entry, looked up): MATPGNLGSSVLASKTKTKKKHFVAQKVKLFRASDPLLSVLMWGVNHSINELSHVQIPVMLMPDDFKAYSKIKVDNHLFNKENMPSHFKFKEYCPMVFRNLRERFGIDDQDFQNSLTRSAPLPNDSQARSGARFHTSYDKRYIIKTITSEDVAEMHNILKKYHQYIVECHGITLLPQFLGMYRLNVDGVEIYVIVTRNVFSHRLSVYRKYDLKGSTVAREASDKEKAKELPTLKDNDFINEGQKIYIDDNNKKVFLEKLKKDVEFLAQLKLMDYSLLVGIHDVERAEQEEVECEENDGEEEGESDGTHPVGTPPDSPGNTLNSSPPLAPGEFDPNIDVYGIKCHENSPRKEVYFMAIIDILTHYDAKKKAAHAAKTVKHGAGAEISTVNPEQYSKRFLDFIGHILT
#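 Reactions run in 0.038 M HEPES pH 7.4, 0.28 mM EGTA, 0.1% CHAPS and 5% DMSO, with PI5P4Kalpha, substrate, compound and 5 microM ATP final, one hour at room temperature. Readout is ADP-Glo luminescence.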
# CCT chaperon mod: modulators of cytosolic chaperonin (CCT/TRiC) activity; purified chaperonin ATPase assay, HTRF ADP detection, 30 min; activity change, % (test concentration not listed), hits read low; 0.3% of 360,000 active; AID 651819; in the data active means activity change below about -30%; further: on the % scale 0 is the no-effect control and ±100 the full control effect
#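 TRiC (40 or 20 nM final, by batch activity) in 30 mM Tris pH 7.4, 100 mM KCl, 5 mM MgCl2, 1 mM DTT was treated with compound at 76 uM single dose, then 10 uM ATP, 30 min at 37 °C. ADP was read by HTRF Transcreener.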
# WRN inhibitor: inhibitors of human WRN helicase; Q14191; WRN helicase unwinding, fluorescent forked duplex, kinetic; Potency, µM (top dose mostly 114 µM), for the others: at the highest dose activity change, negative = inhibition, actives largely listed as inhibitors; 0.46% of 360,000 active; AID 651768; further: potency means the concentration at half of the fitted maximal effect; on the % scale 0 is the no-effect control and ±100 the full control effect; nearly all actives have a fitted effect of over 55% in size
#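 Primary qHTS, 1536-well format. 20 nM WRN + compound, 15 min RT; start with 100 nM forked fluorophore/quencher duplex, 2 mM ATP (final); kinetic read ex 525/em 598 nm.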
# EPAC1 ag: agonists of human EPAC1 | Potency, µM (highest dose often 154 µM), without a hit: top-dose activation, hits mostly activators | AID 720707 | EPAC1 agonist qHTS, biochemical assay; response scale: 100% = response to 6.5 mM cAMP | 0.073% of 360,000 active; further: potency means the concentration at half of the fitted maximal effect; nearly all actives have a fitted effect of over 60% in size
#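 EPAC1 100 nM, Rap1B–BODIPY-GDP 250 nM, unlabeled GDP 50 uM; compound titration; 5 min RT; kinetic read ex480/em540 at 5-min intervals ×30 min; data normalized to 6.5 mM cAMP agonist control.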
# EPAC1 antag: blocks human EPAC1 exchange factor | O95398 | EPAC1 GEF assay, Rap1b-BODIPY-GDP exchange fluorescence | Potency, µM (doses to about 115 µM), without a hit: top-dose activity change, negative = inhibition, hits mostly inhibitors | 0.14% of 360,000 active;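 further: potency means the concentration at half of the fitted maximal effect; plate controls were vehicle for no effect and positive control for full effect; nearly all actives have a fitted effect of over 50% in size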
# PLK1 PBD block: inhibitors of human PLK1 polo-box domain binding | P53350 | Plk1 PBD binding of FITC phosphopeptide, fluorescence polarization | Potency, µM, for inactives: max response, negative = inhibition, most hits filed as inhibitors | 2.8% of 360,000 active | AID 720504; further: potency means the concentration at half of the fitted maximal effect; series mostly up to about 57 µM; on the % scale 0 is the no-effect control and ±100 the full control effect; nearly all actives have a fitted effect of over 65% in size
# Target sequence (P53350 whole entry, looked up, the tested form may be a part): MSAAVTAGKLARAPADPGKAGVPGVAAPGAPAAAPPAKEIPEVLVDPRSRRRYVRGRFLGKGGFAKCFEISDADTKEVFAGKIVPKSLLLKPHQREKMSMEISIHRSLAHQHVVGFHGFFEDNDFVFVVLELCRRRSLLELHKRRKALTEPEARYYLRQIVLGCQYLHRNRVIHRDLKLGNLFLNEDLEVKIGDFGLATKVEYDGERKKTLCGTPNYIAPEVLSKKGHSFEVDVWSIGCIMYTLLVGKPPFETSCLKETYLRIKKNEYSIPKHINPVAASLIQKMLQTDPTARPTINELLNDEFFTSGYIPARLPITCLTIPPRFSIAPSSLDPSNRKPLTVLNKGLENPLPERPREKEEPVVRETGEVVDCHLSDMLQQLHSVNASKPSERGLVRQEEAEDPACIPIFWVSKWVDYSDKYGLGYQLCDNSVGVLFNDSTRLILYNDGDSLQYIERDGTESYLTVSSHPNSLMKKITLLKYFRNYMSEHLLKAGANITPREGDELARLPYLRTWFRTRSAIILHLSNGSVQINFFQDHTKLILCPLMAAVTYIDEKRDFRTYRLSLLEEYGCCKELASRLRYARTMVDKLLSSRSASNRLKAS
# EPAC2 antag: EPAC2 (human) antagonism; Q8WZA2; Potency, µM (series often up to 114 µM), inactives show top-dose activity, negative = inhibition, most hits filed as inhibitors; EPAC2 GEF exchange of Rap1B-BODIPY-GDP, fluorescence; 0.18% of 360,000 active; AID 720708; further: potency means the concentration at half of the fitted maximal effect; on the % scale 0 is the no-effect control and ±100 the full control effect; nearly all actives have a fitted effect of over 45% in size; many of its hits are not listed in these tables
# An asterisk follows results filed as active; ? = inconclusive; . = no result given; [ ] = another dose, or the depositor's remark. Unless noted, the call rests on the fitted dose curve; in most records, active means well fitted curve in the direction sought with a large enough effect; inconclusive means small, poorly fitted or top-dose-only effect, or another doubt; inactive means no such curve, though single readings can be large; an effect the other way counts as inactive or inconclusive. A portion of the library (hit frequency here may not be typical).
SMILES	CCT chaperon mod	EPAC2 antag	MmCpn inh	PI5P4Ka inh	EPAC1 ag	PLK1 PBD block	WRN inhibitor	EPAC1 antag
CC(C)(C)OC(=O)N(CCc1ccccc1)Cc1ccccc1OCc1cccc(NC(=O)C2CCCC2)c1	1.3	5%	.	10	-19%	-7%	-4%	14%
O=C1C=C(c2ccc3c(c2)OCCO3)C[C@@H](c2ccc(F)cc2)C1	-2.1	-2%	-14%	-1	4%	-12%	-2%	-19%
COc1cc(/C=C/C(=O)O[C@H]2[C@H](O[C@@H]3O[C@@H](C)[C@H](O)[C@@H](O)[C@H]3O)[C@@H](O)[C@H](OCCc3ccc(O)c(OC)c3)O[C@@H]2CO)ccc1O	-0.8	16%	-3%	1	-7%	-9%	2%	8%
CCOC(=O)c1sc(=S)n(-c2ccccc2)c1NC(C)=O	-1.6	-6%	0%	?	-9%	?	?	7%
CC1CCN(CCC(=O)N2CCCc3c2c(=O)oc2ccc(O)cc32)CC1	0.8	3%	1%	.	7%	-8%	0%	2%
O=C(O)CCC(=O)N1N=C(c2ccco2)CC1c1cccs1 (stereo not drawn)	-3.2	5%	-1%	?	4%	-11%	-16%	10%
Cc1ccc(Cl)cc1NC(=O)Cn1cc(C(F)(F)F)cc(Cl)c1=O	2.9	6%	-15%	4	-11%	-4%	6%	-2%
CCOc1cc(/C=C2/N=C(c3ccc4c(c3)OCO4)OC2=O)ccc1OC(C)=O	0.6	0%	0%	-11	-8%	-4%	12%	-11%
COc1cccc(-c2nn(-c3ccccc3)cc2CNC(C)Cn2cncn2)c1 (stereo not drawn)	-4.0	3%	1%	18	-3%	1%	-25%	-11%
OCCNc1nc(N2CCCC2)nc(N2CCCC2)n1	-2.5	0%	0%	-7	0%	-10%	-4%	-7%
CN(C)S(=O)(=O)n1cc(/C=C(\NC(=O)c2ccccc2)C(=O)NCCN2CCOCC2)c2ccccc21	-0.7	5%	3%	0	-4%	-14%	-1%	-1%
COc1ccccc1C(=O)Nc1cc(Cl)ccc1-n1cncn1	1.4	-11%	-17%	1	3%	-3%	1%	-6%
O=C(Nc1ccc(O)c2c(=O)cc(-c3cccc(Cl)c3)oc12)c1ccc(F)cc1	0.9	-7%	1%	-21	9%	-5%	2%	-11%
O=C(Cn1c(=O)sc2ccccc21)NCc1ccccn1	0.3	-7%	-2%	-5	1%	21µM*	-11%	-13%
Cc1ccc(Cn2c(SCC(=O)N/N=C/c3ccccc3OCC(=O)O)nc3ccccc32)cc1	-3.3	-9%	1%	-3	-3%	-24%	-5%	-5%
CCOc1ccc(C(=O)CN2CCN(S(=O)(=O)c3ccc(Br)cc3)CC2)cc1	-0.5	-2%	-1%	-6	-6%	-2%	-16%	6%
COc1cccc(-c2cnc(C(O)c3ccc(SC)cc3)[nH]2)c1 (stereo not drawn)	-0.5	-8%	.	1	4%	-2%	0%	20%
COc1cc(/C=N/N2CCN(Cc3ccc(Cl)cc3)CC2)cc(Br)c1O	-4.3	-2%	1%	3	7%	3%	-8%	-10%
CC(C)n1c(=O)c2ccccc2n1Cc1cn(C2CCCC2)nn1	0.1	0%	.	0	-20%	-4%	-4%	-3%
CCOC(=O)c1nnc2c(Br)c(-c3ccccc3)nn2c1C	0.2	-6%	-4%	0	13%	30µM*	-18%	?
CCN1C(=O)[C@H]2[C@H]3CN=C(SCc4ccccc4)N3[C@@](C)(C(=O)OC)[C@H]2C1=O	0.2	-3%	0%	-7	-1%	-11%	0%	8%
Cc1cc(Cl)cc(C)c1OCCn1ccnc1	-2.5	-10%	1%	0	-1%	-3%	15%	-4%
COc1ccc(CCNC(=O)COC(=O)c2ccc[nH]c2=O)cc1	0.3	14%	-1%	.	1%	-2%	-2%	7%
COc1ccc(S(=O)CC(=O)Nc2ccc(Cl)cc2Cl)cc1 (stereo not drawn)	-0.6	-19%	0%	-10	4%	-7%	0%	-18%
CCc1ccc2nc(N(CCCN(C)C)C(=O)c3ccc(S(=O)(=O)N4CCCC4)cc3)sc2c1	-0.5	-2%	2%	7	8%	-17%	3%	-2%

# Four entries from above, set out differently:
COc1cccc(-c2cnc(C(O)c3ccc(SC)cc3)[nH]2)c1 (stereo not drawn)
  CCT chaperon mod: -0.5	EPAC2 antag: -8%	MmCpn inh: .	PI5P4Ka inh: 1	EPAC1 ag: 4%	PLK1 PBD block: -2%	WRN inhibitor: 0%	EPAC1 antag: 20%
COc1cc(/C=N/N2CCN(Cc3ccc(Cl)cc3)CC2)cc(Br)c1O
  CCT chaperon mod: -4.3	EPAC2 antag: -2%	MmCpn inh: 1%	PI5P4Ka inh: 3	EPAC1 ag: 7%	PLK1 PBD block: 3%	WRN inhibitor: -8%	EPAC1 antag: -10%
CC(C)n1c(=O)c2ccccc2n1Cc1cn(C2CCCC2)nn1
  CCT chaperon mod: 0.1	EPAC2 antag: 0%	MmCpn inh: .	PI5P4Ka inh: 0	EPAC1 ag: -20%	PLK1 PBD block: -4%	WRN inhibitor: -4%	EPAC1 antag: -3%
CCOC(=O)c1nnc2c(Br)c(-c3ccccc3)nn2c1C
  CCT chaperon mod: 0.2	EPAC2 antag: -6%	MmCpn inh: -4%	PI5P4Ka inh: 0	EPAC1 ag: 13%	PLK1 PBD block: 30µM*	WRN inhibitor: -18%	EPAC1 antag: ?

# The listing continues.
SMILES	CCT chaperon mod	EPAC2 antag	MmCpn inh	PI5P4Ka inh	EPAC1 ag	PLK1 PBD block	WRN inhibitor	EPAC1 antag
O=C(c1cccc(S(=O)(=O)N2CCCC2)c1)c1nnc(-c2ccncc2)o1	-3.1	0%	-2%	.	10%	-9%	-4%[57.1 µM]	3%
Cc1cc(C(=O)Nc2ccccc2N2CCCCC2)no1	-0.3	-5%	2%	1	17%	-11%	?	-1%
Cc1ccccc1CN1C(=O)c2ccccc2Sc2ccc(C(=O)NCCCN3CCOCC3)cc21	-0.4	-7%	4%	-1	-1%	-1%	-1%	-12%
NS(=O)(=O)c1ccc(N2C(=O)C(=O)/C(=C(/O)c3ccccc3)C2c2ccc(Cl)cc2)cc1 (stereo not drawn)	-2.1	-26%	-15%	-3	-12%	-3%	-8%	-14%
CCn1c(=O)c(=O)[nH]c2c(=O)oc3ccc(S(=O)(=O)Nc4ccc(OC)cc4)cc3c21	0.8	-12%	0%	3	-6%	-9%	-25%	?
CCN(CC)CCCNc1nc(-n2nc(C)cc2C)nc2sc3c(c12)CC(C)(C)OC3	0.0	-4%	2%	-2	-6%	-8%	-29%	-15%
CCCCc1ccc(NC(=S)NN2CCOCC2)cc1	-1.3	2%	3%	-1	4%	-24%	-14%	9%
CCOCCCNC(=O)Cn1nc(Cc2ccncc2)c2ccccc2c1=O	-1.7	-9%	0%	0	11%	-14%	3%	-18%
CC1CCN(CCCn2c(=S)[nH]c3c(sc4ccc([N+](=O)[O-])cc43)c2=O)CC1	3.8	18%	1%	6	3%	-9%	?	-14%
CCC(=O)Nc1ccc(C(=O)NNC(=O)CCCCC(=O)NNC(=O)c2ccc(NC(=O)CC)cc2)cc1	-2.1	4%	.	-12	2%	-18%	-5%	-15%
CN(CC(=O)Nc1ccccc1Cl)C(=O)c1cc(-c2cccs2)nn1-c1ccccc1	-2.5	-2%	-25%	0	9%	-11%	2%	-26%
CC(C)[C@H](NS(=O)(=O)c1ccccc1)C(=O)OCc1cc([N+](=O)[O-])cc2c1OCOC2	-1.5	6%	.	2	5%	8%	-12%	-10%
O=C(NCc1ccccn1)C(=O)NCC(c1ccco1)N1CCOCC1 (stereo not drawn)	-2.4	1%	0%	-2	3%	-22%	3%	-27%
Cc1ccnc(NS(=O)(=O)c2ccc(NS(=O)(=O)c3ccc(Br)cc3)cc2)n1	0.9	6%	2%	-4	-9%	4%	1%	2%
Cc1ccc(CN2CCC(n3nccc3NC(=O)C3CCOC3)CC2)cc1 (stereo not drawn)	-0.4	13%	-5%	-2	-5%	1%	-6%	-9%
CCOC(=O)N1CCC(N(CCN(C)C)C(=S)Nc2cc(C)cc(C)c2)CC1	-0.9	-18%	?	4	9%	-14%	0%	-29%
CC(C)CC(c1nnnn1C(C)C)N1CCN(c2ccccc2)CC1 (stereo not drawn)	-5.0	5%	1%	-3	-4%	0%	4%	-3%
COc1ccccc1CNC(=O)C1CCN(C(=O)[C@@H]2Cc3ccccc3CN2)CC1	-4.8	1%	1%	-13	11%	-9%	0%	-3%
COc1ccc(CCNC(=O)C2CCN(S(=O)(=O)N3CCOCC3)CC2)cc1OC	-3.1	4%	-1%	.	-2%	0%	-1%	0%
COC(=O)Cc1ccc(NC(=S)N2CCN(c3ccc(OC)cc3)CC2)cc1	1.7	0%	0%	1	-10%	4%	-2%	-17%
O=C(Cn1cc([N+](=O)[O-])cn1)NCCc1nc2ccccc2[nH]1	0.3	6%	-1%	-2	-2%	-4%	-3%	4%
CC(C)n1ncc2c(C(=O)N3CCN(c4ccccc4)CC3)cc(-c3ccccc3)nc21	-3.4	?	0%	14	-2%	-17%	-6%	-4%

# Compound profiles, as listed above. Order of screens: CCT chaperon mod	EPAC2 antag	MmCpn inh	PI5P4Ka inh	EPAC1 ag	PLK1 PBD block	WRN inhibitor	EPAC1 antag
# CC1CCN(CCC(=O)N2CCCc3c2c(=O)oc2ccc(O)cc32)CC1 is listed as 0.8	3%	1%	.	7%	-8%	0%	2%
# CCc1ccc2nc(N(CCCN(C)C)C(=O)c3ccc(S(=O)(=O)N4CCCC4)cc3)sc2c1 is listed as -0.5	-2%	2%	7	8%	-17%	3%	-2%
# CN(CC(=O)Nc1ccccc1Cl)C(=O)c1cc(-c2cccs2)nn1-c1ccccc1 is listed as -2.5	-2%	-25%	0	9%	-11%	2%	-26%
# COc1ccc(S(=O)CC(=O)Nc2ccc(Cl)cc2Cl)cc1 (stereo not drawn) is listed as -0.6	-19%	0%	-10	4%	-7%	0%	-18%
